Bioassay records from PubChem.
cardiac RTF act – increases calcium sensitivity of human cardiac regulated thin filaments; P19429+P45379; IANBD-labeled TnC RTF fluorescence at EC20 calcium; 0% EC20 calcium, 100% full calcium; activation, % at 7.2 µM; actives 0.24% (n = 340,000);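 active = activation above the mean over all tested compounds plus 3 SD, cut at about 30% in these data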;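 also: rise in fluorescence read as greater calcium sensitivity of cardiac thin filaments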
Keap1 Nrf2 FP – Keap1-Nrf2 (human) interaction inhibition; Keap1 Kelch-Nrf2 peptide fluorescence polarization, 1536-well; AID 504523; inhibition, % at 9.4 µM; Q14145; actives 0.15% (n = 340,000); in the data active = inhibition above about 12%;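 also: human Keap1 Kelch domain with fluorescein labeled Nrf2 9mer peptide probe; 0% = neutral control wells and 100% = peptide positive control; higher means more block of Keap1 binding to Nrf2 peptide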
LANA DNA inh – blocks KSHV LANA C-terminal domain binding to DNA; actives 0.078% (n = 340,000); inhibition, % at 9 µM; MBP-C-LANA/FAM-LBS DNA binding, fluorescence polarization;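 active = highest replicate inhibition at or above 60% at 9 µM, even if other replicates fall short; inactive = all replicates below 60% inhibition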;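 also: 0% = neutral control wells and 100% = 4 µM acridine orange control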
Cardiac RTF inh – cardiac RTF calcium desensitization; P19429+P45379; IANBD-labeled cardiac RTF, Ca2+ fluorescence; actives 0.12% (n = 340,000); inhibition, % at 7.15 µM; AID 493244;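 active = inhibition above the mean inhibition of all tested compounds plus 3 SD, cut at about 17% in these data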;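 also: assay run at fixed EC70 calcium of 1.6 mM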
PvdQ acylase – P. aeruginosa PvdQ acylase inhibition; actives 0.063% (n = 340,000); AID 488965; inhibition, % at 10 µM; purified PvdQ acylase, fluorescence plate reader; in the data active = inhibition above about 30%, passing the limit was not always enough;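 also: 0% = vehicle neutral wells and 100% = reference inhibitor wells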
CDK5 inh – blocks human CDK5/p35 kinase activity; Q00535+Q15078; Recombinant CDK5/p35, ADP-Glo luminescence, 60 min; inhibition, % at 10 µM; actives 0.01% (n = 330,000);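 active = highest replicate inhibition of at least 50% and at least 75% of replicates reaching 50%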;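 also: plate controls were DMSO neutral control for no effect and GW8510 at 10 µM for full effect; many of its hits are not listed in these tables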
Target sequence (Q00535 whole entry, looked up): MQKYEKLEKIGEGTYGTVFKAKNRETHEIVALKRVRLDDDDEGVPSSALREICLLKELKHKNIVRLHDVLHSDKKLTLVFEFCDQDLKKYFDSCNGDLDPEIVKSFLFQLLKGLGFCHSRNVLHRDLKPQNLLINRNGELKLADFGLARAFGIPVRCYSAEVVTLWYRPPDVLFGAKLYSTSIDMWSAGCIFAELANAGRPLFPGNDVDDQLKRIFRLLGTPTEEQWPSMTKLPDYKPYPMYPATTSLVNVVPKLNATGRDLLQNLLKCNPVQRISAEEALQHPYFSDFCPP
Target sequence (Q15078 whole entry, looked up): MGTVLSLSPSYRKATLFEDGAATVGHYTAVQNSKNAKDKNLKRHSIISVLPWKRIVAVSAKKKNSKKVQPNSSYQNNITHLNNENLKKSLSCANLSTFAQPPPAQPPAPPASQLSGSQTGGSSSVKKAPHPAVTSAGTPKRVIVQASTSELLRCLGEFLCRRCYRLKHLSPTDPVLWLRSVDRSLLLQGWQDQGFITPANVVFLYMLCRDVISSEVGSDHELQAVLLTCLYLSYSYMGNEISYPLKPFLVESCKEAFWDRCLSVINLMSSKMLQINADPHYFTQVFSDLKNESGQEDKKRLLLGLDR
Mot1-301 SUMO – SUMOylation pathway inhibition by Mot1-301 growth rescue. S. cerevisiae Mot1-301 growth rescue, ATP luminescence, 38.5C; percent above DMSO median, 100 means doubled. growth rescue, % at 18.8 µM. actives 1% (n = 320,000). AID 2716;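 active = every valid replicate shows activation above 250% relative to neutral control wells; inactive = the rest, any valid replicate at or below 250%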;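 also: OY570 slx delta 5 strain wells were the positive control but not used for scaling; some compounds called inactive have numbers as strong as hits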
PfHsp90 yeast 2 – reduces growth (ATP signal) of yeast expressing P. falciparum Hsp90 | S. cerevisiae expressing PfHsp90, BacTiter-Glo ATP, 48 h; yeast lacking PDR1 and PDR3 efflux regulators | inhibition, % at 9.4 µM | actives 0.32% (n = 310,000);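 active = every replicate shows inhibition above about 80%, whatever the replicate mean, limit read from the data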;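 also: 0% = DMSO neutral controls and 100% = 20 µM radicicol positive controls; yeast relying on Plasmodium falciparum Hsp90 in place of its own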
NSD2 inh – blocks human histone methyltransferase NSD2 | O96028 | NSD2 peptide methylation, AlphaScreen, 120 min | inhibition, % at 12.5 µM | actives 0.54% (n = 310,000); in the data active = inhibition above about 50%
Rtt109 Vps75 – blocks Candida albicans Rtt109/Vps75 acetyltransferase activity | AID 540336 | actives 0.16% (n = 330,000) | inhibition, % at 34.9 µM | purified Rtt109/Vps75, ThioGlo CoA-SH fluorescence, 4 h;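 active = inhibition of at least 50% in every replicate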
Target sequence (Q5AAJ8 whole entry, looked up): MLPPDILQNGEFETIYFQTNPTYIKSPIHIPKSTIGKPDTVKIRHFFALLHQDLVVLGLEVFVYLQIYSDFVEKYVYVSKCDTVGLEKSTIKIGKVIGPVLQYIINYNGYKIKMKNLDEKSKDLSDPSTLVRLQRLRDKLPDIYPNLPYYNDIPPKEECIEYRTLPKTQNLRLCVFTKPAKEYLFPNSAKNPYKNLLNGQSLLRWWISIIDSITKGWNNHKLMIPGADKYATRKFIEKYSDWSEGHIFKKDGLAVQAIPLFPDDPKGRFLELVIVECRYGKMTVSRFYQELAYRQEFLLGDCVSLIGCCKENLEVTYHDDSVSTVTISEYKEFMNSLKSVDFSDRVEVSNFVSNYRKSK
dFosB act – mouse delta FosB homodimer activation | P13346 | purified delta FosB, TAMRA-CDK5 oligo fluorescence polarization; percent of positive-control signal above neutral wells | activation, % at 25 µM | actives 0.99% (n = 340,000) | AID 493131;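 active = mean activation above about 17%, with every replicate also reaching it, limit read from the data, passing the limit was not always enough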;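 also: fluorescence polarization rise as delta FosB binds a TAMRA Cdk5 AP-1 oligo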
Numbers without * were called inactive; · = not tested or not shown.

Each structure is followed by: PvdQ acylase, Cardiac RTF inh, Mot1-301 SUMO, Rtt109 Vps75, NSD2 inh, Keap1 Nrf2 FP, CDK5 inh, cardiac RTF act, LANA DNA inh, PfHsp90 yeast 2, dFosB act
> CCOC(=O)c1c(NC(=O)Cn2cnc([N+](=O)[O-])n2)sc2c1CCCC2
 : 4, 10, 4, 1, 2, -3, -0.8, 7, -0.1, -45, -5
> CCC(=O)Nc1c(C)nn(C(=O)CC)c1C
 : -1, 0, 17, -11, 0, 1, -0.3, -4, -1.6, 20, 4
> O=C(NCCCN1CCCC1=O)c1c(O)nc2sccn2c1=O
 : 0, -14, -10, 2, 0, -3, 0.5, 5, 0.4, ·, 4
> Cc1[nH]c2ccccc2c1C(=O)CN1C(=O)C(=O)N(Cc2ccco2)C1=O
 : -10, -11, 154, 21, ·, -2, -0.7, -2, -0.2, ·, -8
> CC1(C)CC(=O)C=C(C(=O)N2CCCC(CCC(=O)NCc3ccccc3F)C2)O1 (stereo not given)
 : -4, -7, 10, -2, -2, -2, 0.3, 3, 0.6, 1, -15
> CC(C)c1ccc(S(=O)(=O)N2CCN(C(=O)n3ccnc3)CC2)cc1
 : -2, -3, 5, -6, -3, -3, 0.4, -5, -1.5, 27, 0
> CC1(C)c2ccccc2N2CC(=O)N(CC(N)=O)C21C (stereo not given)
 : 6, -45, -17, 41, 4, -71, 2.8, 40*, -6.9, 14, 40*
> Nc1nonc1C(=O)NCCNC(=O)c1ccc(Cl)c(Cl)c1
 : -9, 3, 7, -8, -2, -6, 0.4, -9, -0.7, 4, 4
> O=C(Cn1ccc2ccccc2c1=O)NCCC(=O)N1CCN(C2CCCCC2)CC1
 : -8, -10, 702, -2, 3, 0, -2.1, 4, -0.2, 3, -6
> O=C(NN1CCOCC1)c1ccccc1NS(=O)(=O)c1ccc(F)cc1F
 : 2, -7, 6, 18, -1, -3, -1.1, -6, 0.3, 26, 4
> C=CCCC(=O)N1CCCC(C(=O)c2cccc(OC)c2)C1 (stereo not given)
 : 5, 3, -21, -1, -2, 4, -0.4, -2, -2.0, -3, 1
> Cc1cnc(NC(=O)CSc2nnc(C)n2N)s1
 : -24, -4, 6, 2, 1, -4, -0.1, 6, 1.0, 12, 0
> Cc1cc(C)n(C(=O)c2nn(C)c(C)c2[N+](=O)[O-])n1
 : 1, -3, -13, 5, 2, 3, -0.5, -2, 0.4, ·, 6
> CC(NC(=S)Nc1ccc(S(N)(=O)=O)cc1)c1ccc2c(c1)OCO2 (stereo not given)
 : -7, 5, -11, -27, 0, -10, 0.7, 10, -1.2, -10, -1
> CCN(c1ccccc1)S(=O)(=O)c1cc(C(=O)Nc2cccc(Cl)c2)ccc1F
 : -9, -4, -6, -6, ·, 3, -1.6, 1, -0.7, 6, -4
> COc1ccc(S(=O)(=O)NCC2CCC(C(=O)O)CC2)cc1 (stereo not given)
 : -9, -3, -5, -1, 1, -2, 0.8, -3, 0.0, 27, 10
> O=C(NC1CCN(C(=O)Nc2ccccc2Cl)CC1)c1cccc(F)c1
 : -5, 0, 4, -12, 4, -5, 2.2, 2, 1.0, -15, -14
> COc1cc(/C=C/c2nc3ccccc3c(=O)[nH]2)cc(OC)c1OC
 : -10, -12, 2, 2, -3, 0, -0.4, 6, -2.5, -17, -2
> COC(=O)CCC(=O)OC1(C)C(=O)C=C2C=C(C3CC3)N(Cc3ccco3)C=C2C1=O (stereo not given)
 : -9, -8, 177, -4, ·, -4, -0.7, 0, 4.9, ·, -4
> CC(=O)c1cccc(NC(=O)CCc2nnc3ccc(N4CCOCC4)nn23)c1
 : -7, -8, -5, -1, ·, -8, 0.6, 4, -0.1, 21, -18
> COc1ccc(C(=O)NCc2nnc(SCC(=O)N3CCCCC3)o2)cc1OC
 : -18, 2, -1, -6, -3, -1, -0.6, 3, -5.2, 23, -4
> COc1ccc(OCc2nnc(SCC(=O)N(C)Cc3ccccc3)n2N)cc1
 : 12, -7, 4, -10, -1, -6, 2.9, 3, -0.1, -5, -1
> CC1CCCN(c2sc(S(C)(=O)=O)nc2S(=O)(=O)c2ccc(Cl)cc2)C1 (stereo not given)
 : 6, -4, -14, 10, 0, 2, 1.7, -3, 0.8, 2, -1
> O=[N+]([O-])c1c(NCCCO)cc(SCc2ccco2)c2nonc12
 : 1, -8, 231, -2, 4, 4, -2.9, 2, -0.7, 19, 3
> CC1CCN(S(=O)(=O)c2cccc(C(=O)N3CCN(c4ccc(F)cc4)CC3)c2)CC1
 : -14, -8, -4, 18, ·, -3, 0.1, 0, -0.4, 6, -13
> COc1ccc(C2(O)CCN(CC(=O)Nc3nccs3)CC2)c(OC)c1
 : -2, -8, 407, 0, -3, 3, 0.3, 6, -1.5, 13, -3
> C=C1CCC[C@]2(C)C[C@H]3OC(=O)C(CNC(C)CC)[C@H]3CC12 (stereo not given in full)
 : 1, -3, -11, 0, 7, 1, 1.2, 2, 2.3, 10, -4
> COc1ccc(/C=N\NC(=O)c2ccccc2Br)cc1COc1ccccc1
 : -7, -5, -1, -1, 2, -1, -1.8, 11, -1.3, -22, 5
> CCCCC(CC)CNC(=O)C(=O)C1C(=O)Nc2ccccc21 (stereo not given)
 : -6, -16, 278, 4, 31, -8, -1.2, 2, -0.3, -11, 0
> Cc1ccnc(NC(=O)CC(NC(=O)c2ccccc2Cl)c2ccccc2)c1 (stereo not given)
 : -15, -2, -5, -3, 0, -2, 0.7, -2, -0.2, ·, 5
> COCCNC(=O)c1onc(CSc2ccccc2C)c1C(=O)O
 : -18, 3, 1, -6, ·, -3, -1.2, 9, 0.3, -8, 5
> CN(C1=NS(=O)(=O)c2ccccc21)c1ccc(OC(=O)c2ccncc2)cc1
 : 1, 6, -1, 10, 0, 3, -1.1, 0, 6.1, -9, -3
> CCCC(C(=O)Nc1nccs1)c1ccccc1 (stereo not given)
 : -9, -4, -7, 8, 0, -6, 2.2, 0, 0.7, 12, -4
> Cc1cc(C(=O)CN2C(=O)NC3(CCCCC3)C2=O)c(C)n1-c1ccc2c(c1)OCO2
 : -5, -15, -18, -1, 3, 1, 1.6, -1, 2.4, 17, -7
> O=C(NCCCN1CCCC1=O)Nc1ccc(Cl)cc1
 : 9, -3, -3, -7, 1, -1, 0.4, -2, -0.8, 17, 2
> COc1ccc(S(=O)(=O)N2CC(C(=O)O)Oc3ccc(CC(=O)O)cc32)cc1 (stereo not given)
 : -8, 0, 5, 2, -2, 7, ·, -4, -0.7, -7, -2
> COc1cccc(C2/C(=C(/O)c3ccc(C)cc3)C(=O)C(=O)N2Cc2ccco2)c1 (stereo not given)
 : -10, -3, -8, 5, 2, 5, 1.3, -4, 1.9, 3, 6
> Nc1nnnn1/N=C/c1ccccc1O
 : 8, -2, 1, 11, ·, -3, 3.6, 7, 0.5, 0, -1
> O=C(c1oc(=O)c2ccccc2c1-c1ccccc1)N1CCOCC1
 : -4, 0, -6, -3, 4, -2, -1.6, 3, -1.2, -7, -7
> O=C(Cc1ccccc1)Nc1ccccc1Sc1ccccc1
 : -9, -3, 6, -4, -3, -6, -1.9, 6, -2.4, -4, 1
> COc1cccc(S(=O)(=O)Nc2ccc(C(=O)N3CCN(C(=O)c4ccco4)CC3)cc2)c1
 : -5, -6, 1, 4, 1, -3, -0.1, -2, 1.3, 8, -3
> COc1ccc(NC(=O)CSc2nnc(NC(=O)c3ccco3)s2)cc1
 : -11, -5, ·, -6, -4, -3, 1.6, -5, -2.0, -12, -2
> O=C(O)CC1(CC(=O)Nc2ccc(Cl)cc2C(=O)c2ccccc2)CCCC1
 : 1, -5, 155, 2, -2, -3, -0.3, 0, 2.1, -17, -8
> O=[N+]([O-])c1cccc2ccc(/C=C/c3ccc(Cl)cc3)nc12
 : 12, 14, -10, -5, 3, -1, -1.1, -3, 0.4, 6, 2
> CSC1=NCCN1CCOc1ccccc1
 : -11, ·, 2, -5, -2, -5, -0.1, ·, 1.1, -44, 4
> CCOC(=O)/C=C/c1cnn(-c2ccccc2)c1
 : 16, -6, 2, 8, -1, -2, -0.5, 2, -3.6, 9, -7
> N=c1n(Cc2ccccc2)c2ccccc2n1CC(O)c1ccccc1 (stereo not given)
 : -14, -5, -5, 1, 7, 3, 0.5, -4, 1.0, -6, -10
> COc1ccccc1NC(=O)COc1coc(CN2CCN(c3ccccc3)CC2)cc1=O
 : 1, -10, ·, 37, 0, 2, -0.9, -6, -0.5, 0, -7
> CSc1n[nH]c(N)c1S(=O)(=O)c1ccc(Cl)cc1
 : -14, -7, 6, 2, 6, -1, 1.3, 6, -0.5, -18, -4
> Cn1c(NC(=O)C2CC2)cc(=O)n(C)c1=O
 : -13, -9, 3, -9, ·, -6, -1.1, 0, -1.2, -7, -1

Further results follow.
Each structure is followed by: PvdQ acylase, Cardiac RTF inh, Mot1-301 SUMO, Rtt109 Vps75, NSD2 inh, Keap1 Nrf2 FP, CDK5 inh, cardiac RTF act, LANA DNA inh, PfHsp90 yeast 2, dFosB act
> CC(=O)Nc1ccc(/C=C(\C#N)C(N)=O)cc1
 : -10, ·, 3, 3, -3, -5, 0.4, ·, 0.2, 4, -5
> O=C(NCCc1ccccc1)c1ncn[nH]1
 : -12, 1, 542, -1, -1, 5, -3.0, -4, 1.0, -63, -3
> CCCC(=O)N1CCN(c2ccc(NC(=O)c3sc4ccccc4c3Cl)cc2)CC1
 : -9, 2, -18, 16, 1, -2, -1.3, -5, -1.5, 10, -6
> Cc1c(Cl)cnc(NC(=O)COC(=O)c2cccc(S(=O)(=O)N3c4ccccc4CC3C)c2)c1Cl (stereo not given)
 : -1, -2, 17, -8, ·, 2, 0.3, -1, 0.2, 1, -11
> Cc1ccc(C(=O)Nc2ccc3c(c2)CCC3)cc1
 : 0, -3, -5, 10, -1, 0, -0.9, -5, 0.9, 7, -5
> Cc1ccc(NC(=O)C2CCN(S(=O)(=O)c3cccc(C(F)(F)F)c3)CC2)nc1
 : -17, -14, -17, -10, 0, -2, -1.2, -3, -0.2, -17, -8
> O=Nc1c(O)n(Cc2cccc(C(F)(F)F)c2)c2ccccc12
 : -40, 12, -31, 23, 0, 0, -0.1, -2, 1.1, -3, -5
> COc1ccc(C(C(=O)NC2CCCC2)N(C(=O)c2ccco2)c2ccccc2C(C)=O)cc1OC (stereo not given)
 : -16, -3, -15, -9, 6, 1, -0.5, -1, -3.1, -15, 2
> O=C1NC(=O)c2cc(Br)cc3cccc1c23
 : -19, -5, -9, -17, -2, -4, -0.9, 7, 0.3, -53, -4
> O=C(Nc1ccc2c(c1)CCC2)c1cccc(S(=O)(=O)Nc2ccccc2Cl)c1
 : 9, 3, 2, 4, 19, -2, -1.6, 1, -1.7, 6, 3
> Cc1ccc(NC(=O)/C(=C/C=C/c2ccccc2)NC(=O)c2ccccc2)cc1
 : -3, -15, 3, 0, -5, 7, 0.2, 6, 2.8, -16, -3
> CC(=O)N(CN1C(=O)c2ccccc2C1=O)c1ccc2c(c1)oc1ccccc12
 : -1, -8, 7, -3, 0, -7, 0.0, 3, 1.7, 2, -7
